EPAC1 antag: blocks human EPAC1 exchange factor | O95398 | EPAC1 GEF assay, Rap1b-BODIPY-GDP exchange fluorescence | Potency, µM (titrated, usually from 115 µM), for inactives: top-dose activity change, negative = inhibition, actives largely listed as inhibitors | 360,000 compounds, 0.14% hits | AID 720709;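 note: potency is the fitted concentration of half-maximal effect; plate controls were vehicle for no effect and positive control for full effect; nearly all actives have a fitted effect of over 50% in size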
Target sequence (O95398 whole entry, looked up): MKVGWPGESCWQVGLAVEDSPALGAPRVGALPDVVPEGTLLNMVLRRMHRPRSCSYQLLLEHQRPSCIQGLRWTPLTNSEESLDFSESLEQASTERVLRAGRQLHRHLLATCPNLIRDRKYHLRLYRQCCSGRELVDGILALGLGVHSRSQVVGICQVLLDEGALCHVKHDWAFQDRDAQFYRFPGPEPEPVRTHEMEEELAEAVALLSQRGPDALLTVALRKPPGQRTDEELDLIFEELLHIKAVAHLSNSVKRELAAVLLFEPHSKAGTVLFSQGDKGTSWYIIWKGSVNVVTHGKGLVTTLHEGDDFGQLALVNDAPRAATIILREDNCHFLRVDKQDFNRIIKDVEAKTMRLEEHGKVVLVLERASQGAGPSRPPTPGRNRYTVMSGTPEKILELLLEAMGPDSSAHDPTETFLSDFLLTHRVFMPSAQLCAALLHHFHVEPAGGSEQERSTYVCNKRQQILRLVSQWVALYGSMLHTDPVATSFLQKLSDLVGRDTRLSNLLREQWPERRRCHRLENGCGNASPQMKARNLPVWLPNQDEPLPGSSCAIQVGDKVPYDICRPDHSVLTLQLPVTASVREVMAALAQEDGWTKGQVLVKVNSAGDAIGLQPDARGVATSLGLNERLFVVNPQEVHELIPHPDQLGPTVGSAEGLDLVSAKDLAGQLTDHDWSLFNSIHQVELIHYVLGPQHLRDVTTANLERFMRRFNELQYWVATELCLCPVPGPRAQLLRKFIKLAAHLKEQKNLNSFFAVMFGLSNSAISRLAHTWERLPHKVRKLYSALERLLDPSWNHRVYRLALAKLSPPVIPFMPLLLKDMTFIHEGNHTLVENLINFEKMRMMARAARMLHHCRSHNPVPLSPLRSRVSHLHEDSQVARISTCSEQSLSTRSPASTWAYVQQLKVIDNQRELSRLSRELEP
MmCpn inh: M. maripaludis TRiC chaperonin inhibition. AID 504842. Potency, µM (series often up to 76.9 µM), inactives show top-dose activity, negative = inhibition, actives largely listed as inhibitors. purified Mm-Cpn ATPase, ADP Transcreener TR-FRET. 330,000 compounds, 0.031% hits; note: potency is the fitted concentration of half-maximal effect; % is set by controls: 0 for no effect and ±100 for the full control effect; nearly all actives have a fitted effect of over 80% in size
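Purified archaeal chaperonin (25 nM final) was preincubated with compound for 10 min at 37°C, then ATP (10 uM final) was added for 30 min at 37°C in Tris pH 7.4/KCl/MgCl2/DTT buffer. ADP was quantified by HTRF Transcreener TR-FRET.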
EPAC2 antag: antagonists of human EPAC2. Q8WZA2. Potency, µM (top dose mostly 114 µM), for inactives: at the top dose activity, negative = inhibition, usual class: inhibitors. EPAC2 GEF exchange of Rap1B-BODIPY-GDP, fluorescence. 360,000 compounds, 0.18% hits; note: potency is the fitted concentration of half-maximal effect; % is set by controls: 0 for no effect and ±100 for the full control effect; nearly all actives have a fitted effect of over 45% in size; many of its hits are not listed in these tables
EPAC1 agonist: EPAC1 (human) agonism; O95398; EPAC1 agonist qHTS, biochemical assay; response scale: 100% = response to 6.5 mM cAMP; Potency, µM (highest dose often 154 µM), inactives show top-dose activation, hits mostly activators; 360,000 compounds, 0.073% hits; AID 720707; note: potency is the fitted concentration of half-maximal effect; nearly all actives have a fitted effect of over 60% in size
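Nucleotide exchange assay: 100 nM EPAC1 with 250 nM Rap1B loaded with BODIPY-GDP and 50 uM GDP, room temperature. Fluorescence (480/540 nm) read every 5 min for 30 min; signal change normalized to 6.5 mM cAMP as full agonist.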
CCT modulator: modulators of cytosolic chaperonin (CCT/TRiC) activity. purified chaperonin ATPase assay, HTRF ADP detection, 30 min. activity change, % (no concentration beside the values), hits read low. 360,000 compounds, 0.3% hits; in the data active = activity change below about -30%; note: % is set by controls: 0 for no effect and ±100 for the full control effect
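Nucleotide hydrolysis assay: TRiC at 20–40 nM final (set by batch activity) with 10 uM ATP, 30 min at 37 °C, in presence of 76 uM compound. Detection by competitive ADP HTRF, 30 min ambient.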
PLK1 PBD block: PLK1 (human) polo-box domain binding inhibition; P53350; Plk1 PBD binding of FITC phosphopeptide, fluorescence polarization; Potency, µM, inactives show max response, negative = inhibition, hits mostly inhibitors; 360,000 compounds, 2.8% hits; AID 720504; note: potency is the fitted concentration of half-maximal effect; series mostly up to about 57 µM; % is set by controls: 0 for no effect and ±100 for the full control effect; nearly all actives have a fitted effect of over 65% in size
PI5P4Ka inh: inhibitors of human PI5P4K alpha; AID 652105; max response, %; PI5P4Kalpha enzyme, ADP-Glo luminescence, 60 min; active compounds read low; 330,000 compounds, 1.2% hits; P48426; active = max response of -50% or lower; inconclusive = between -30% and -50%; inactive = -30% or higher; note: value at the top dose of about 77 µM; % is set by controls: 0 for no effect and ±100 for the full control effect
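Reactions run in 0.038 M HEPES pH 7.4, 0.28 mM EGTA, 0.1% CHAPS and 5% DMSO, with PI5P4Kalpha, substrate, compound and 5 microM ATP final, one hour at room temperature. Readout is ADP-Glo luminescence.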
WRN inhibitor: blocks human WRN helicase. 360,000 compounds, 0.46% hits. AID 651768. Q14191. Potency, µM (doses to about 114 µM), for inactives: at the top dose activity change, negative = inhibition, hits mostly inhibitors. WRN helicase unwinding, fluorescent forked duplex, kinetic; note: potency is the fitted concentration of half-maximal effect; % is set by controls: 0 for no effect and ±100 for the full control effect; nearly all actives have a fitted effect of over 55% in size
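Fluorescence dequenching readout, ex 525 nm/em 598 nm, kinetic mode: forked duplex DNA (100 nM final) with adjacent fluorophore and quencher unwound by WRN (20 nM final) with 2 mM ATP. Compound preincubation 15 min, room temperature.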
Numbers without * were called inactive; u = inconclusive; x = not tested or not shown; [ ] = remark or other dose. Unless noted, calls come from the whole dose curve; as a rule, active = well fitted curve in the direction sought with a large enough effect; inconclusive = small, poorly fitted or top-dose-only effect, or another doubt; inactive = no such curve, though single readings can be large; an effect the other way counts as inactive or inconclusive.

SMILES	EPAC1 antag	MmCpn inh	EPAC2 antag	EPAC1 agonist	CCT modulator	PLK1 PBD block	PI5P4Ka inh	WRN inhibitor
C=CCn1c(SCCCc2ccccc2)nc2c1c(=O)[nH]c(=O)n2C	-1%	-1%	-24%	-5%	-1.3	-12%	1	5%
O=C(Cc1cccc2ccccc12)Nc1ccc(O)cc1C(=O)O	-6%	1%	9%	-5%	0.0	27µM*	-19	-5%
Cc1ccc(S(=O)(=O)N2C3CCCCC3O[C@H]2CC(=O)Oc2ccccc2)cc1 (some centres undefined)	15%	x	-1%	-3%	x	-2%	3	4%
CCOC(=O)c1c(C)n(C)c2ccc(OCC(O)CNCCc3ccccc3)cc12 (centres undefined)	33%[activator]	0%	0%	-12%	-0.3	-21%	6	0%
COc1ccccc1NC(=O)c1coc(=O)c(Br)c1	11%	u	-2%	13%	-0.9	-19%	-6	-27%
CN(Cc1nccs1)C(=O)C1CCC(=O)N(Cc2ccccc2F)C1 (centres undefined)	-15%	0%	1%	2%	0.0	-3%	8	-28%
Cc1c(CCCN)c2ccccc2n1Cc1ccccc1	5%	3%	-2%	7%	-2.8	-26%	0	-2%
N#C/C(=N/O)c1nc(-c2ccc(F)cc2)cs1	0%	4%	-2%	-13%	1.0	5%	6	-9%
O=C(c1nc2ccc(Cl)cn2c1CN1CCCC(CO)C1)N1CCc2ccccc2C1 (centres undefined)	8%	1%	5%	-1%	0.6	-1%	2	-11%
O=C(NCCc1ccccc1)N1c2ccccc2Sc2ccccc21	-7%	2%	-1%	15%	-0.9	24µM*	-6	-4%
O=C(NCc1ccco1)c1ccc(COCC(F)(F)C(F)F)cc1	14%	3%	5%	4%	-0.1	-3%	0	-3%
Cc1cccc(OCc2nc(C)cc(=O)[nH]2)c1	-4%	2%	24%	-6%	0.2	2%	4	-11%
C#CCN(Cc1ccco1)C(=O)c1ccc(OC2CCN(Cc3ccccn3)CC2)cc1	-3%	x	3%	-16%	-3.0	-1%	-4	-6%
CCOC(=O)c1ccccc1NC(=O)c1ccc2c(SCC(=O)O)c3c(nc2c1)CCCC3	-12%	-3%	-27%	-6%	1.1	u	-11	-16%[11.6 µM]
O=C(COCc1cc(-c2ccc3c(c2)OCO3)on1)Nc1cccnc1Cl	0%	1%	-5%	-18%	0.5	-5%	-3	3%
CCCCCC(=O)NNC(=S)NC(C)=O	5%	1%	17%	-2%	0.1	-26%	u	8%
Cc1c(C(=O)NCC(c2ccco2)N2CCCC2)oc2ccc(Cl)cc12 (centres undefined)	-25%	-4%	1%	3%	-1.8	-16%	2	7%
COc1ccccc1CNS(=O)(=O)c1cc2c3c(c1)CCC(=O)N3CCC2	-15%	0%	2%	12%	-2.3	-11%	0	6%
Cc1c(C(=O)NCc2cccnc2)sc2ncn(CC(=O)N3CCCCC3C)c(=O)c12 (centres undefined)	-1%	0%	-1%	-1%	-1.4	-3%	-7	-11%
CC(Oc1ccc(Cl)cc1)C(=O)N/N=C/c1ccsc1 (centres undefined)	15%	0%	16%	-8%	1.9	-27%	4	0%

Quoted from the listing:
EPAC2 antag with Cc1ccc(S(=O)(=O)N2C3CCCCC3O[C@H]2CC(=O)Oc2ccccc2)cc1 (some centres undefined) reads -1%
MmCpn inh with N#C/C(=N/O)c1nc(-c2ccc(F)cc2)cs1 reads 4%
WRN inhibitor with Cc1c(CCCN)c2ccccc2n1Cc1ccccc1 reads -2%

Further entries follow.
SMILES	EPAC1 antag	MmCpn inh	EPAC2 antag	EPAC1 agonist	CCT modulator	PLK1 PBD block	PI5P4Ka inh	WRN inhibitor
CCCn1cc(SCC(=O)Nc2nnc(C)s2)c2ccccc21	2%	3%	2%	-9%	0.6	-4%	3	1%
COc1ccc2[nH]c3c(c2c1)CCNC3C1CC=C(C)CC1 (centres undefined)	-1%	1%	4%	-4%	-2.0	0%	-6	4%
CCS(=O)(=O)c1ccc(-c2csc(-c3ccc(Cl)cc3)n2)c(Cl)c1Cl	-3%	1%	-2%	-5%	-2.2	u	19	-4%
Cc1cc(C(=O)Nc2cccc3c2O[C@@H](CN(C)S(C)(=O)=O)[C@H](C)CN([C@@H](C)CO)C3=O)n(C)n1	-12%	-1%	-10%	-9%	-32*	-16%	0	4%
CCOc1ccc(-c2c(=O)n(OCc3ccccc3Br)c3ccccc3[n+]2[O-])c(OCC)c1	-4%	2%	0%	-7%	-3.0	-1%	-8	3%
CC(CCl)n1c(=O)c2ccccc2n1C(=O)c1ccccc1 (centres undefined)	-13%	x	-5%	-5%	0.9	-15%	4	-11%
CCN(CC)S(=O)(=O)c1ccc2c(c1)nc(SCc1nc3ccsc3c(=O)[nH]1)n2CC	4%	0%	-1%	-1%	-1.5	-13%	-1	-22%
CCOC(=O)c1c(NC(=O)CC)sc(C(=O)N2CCCCC2)c1C	-18%	0%	-6%	4%	-5.9	-5%	x	-15%
CC(NC(=O)COC(=O)c1nc(Cl)ccc1Cl)c1ccccc1 (centres undefined)	9%	0%	-4%	8%	-4.4	-8%	6	-26%
CC(=O)CCS(=O)(=O)c1ccc(NC(C)=O)cc1	7%	1%	-2%	-2%	-2.5	-4%	x	-2%
CC1CCCC(NC(=O)CCN2C(=O)COc3ccccc32)C1C (centres undefined)	-1%	x	10%	6%	-0.3	5%	3	0%
CCOC(=O)C(C(=O)Nc1nc2ccccc2s1)C1CCCCC1 (centres undefined)	-14%	1%	-9%	12%	-0.9	-27%	0	-1%
CC(C)(C)CC(=O)Nc1ccc(S(=O)(=O)N2CCCC2)cc1	2%	1%	1%	0%	-3.0	-4%	15	-6%
Cn1nc(C(F)(F)F)c2cc(NC(=O)OCC(C)(C)C)sc21	-8%	0%	-24%	15%	-1.6	-2%	3	-10%
CCSc1nnc(NC(=O)[C@@H](NC(=O)c2ccccc2F)C(C)C)s1	2%	2%	19%	10%	0.2	u	1	2%
CCc1cc2c(=O)n(-c3ccc(Br)cc3)cnc2s1	17%	1%	10%	-2%	2.7	-3%	0	0%
COc1ccc(N2C(=O)Cc3ccccc3C2=O)cc1	1%	1%	-1%	4%	-6.1	-3%	1	-14%
CC(C)c1ccccc1NC(=S)NCC1(N(C)C)CCCCC1	-10%	4%	2%	7%	2.0	3%	0	-4%
COc1ccc(OCCOC(=O)C(C)NS(=O)(=O)c2ccc(NC(C)=O)cc2)cc1 (centres undefined)	-12%	-1%	2%	9%	1.1	-10%	6	-3%
Cc1ccc(S(=O)(=O)N2CCC(C(=O)OCc3ccc([N+](=O)[O-])cc3)CC2)cc1	-27%	3%	-5%	0%	-1.5	0%	-4	-14%[57.1 µM]
O=C(NCCCN1CCN(Cc2ccccc2)CC1)c1nnc(Cc2c(F)cccc2Cl)o1	18%	0%	12%	-1%	-0.3	-4%	x	10%
COc1ccc2cc(C3=CCCC3(C)C(=O)O)ccc2c1 (centres undefined)	-18%	x	-3%	-5%	-0.5	-3%	-7	10%
COc1ccc(/C=N\NC(=O)c2sc(N)nc2C)cc1OC	-19%	-3%	-4%	-9%	-0.5	-2%	-27	-9%[57.1 µM]
CSc1nc2nc(C)cc(-c3ccccc3)n2n1	18%	-2%	17%	2%	2.3	-6%	1	-10%
N#CC1=C(N)OC2=C(C(=O)CCC2)C1c1ccncc1 (centres undefined)	-13%	1%	1%	-2%	2.1	-2%	-2	-15%
COc1ccc(CN(C)C(=O)C2CSC3(C)CCC(=O)N23)cc1OC (centres undefined)	-6%	0%	29%	13%	-1.5	-7%	6	9%
CC(=O)Nc1ccc(C2=CC(=O)C[C@H](c3ccc4c(c3)OCO4)C2)cc1	-5%	-2%	u	-14%	-2.1	-5%	-10	1%
COc1ccccc1OCC(=O)Nc1ccc(S(=O)(=O)Nc2cc(C)nc(C)n2)cc1	-18%	1%	1%	6%	-1.6	-5%	-10	-7%
COC(=O)c1ccccc1NC(=O)CSc1nc(Nc2ccccc2)nc(N2CCOCC2)n1	-13%	-13%	-7%	16%	-0.9	-14%	-7	2%
O=C(CCC1CCCCC1)NNC(=O)NC12CC3CC(CC(C3)C1)C2	10%	1%	10%	11%	-2.3	-7%	x	6%
Cc1csc(SC(C)C(=O)NCc2ccc3c(c2)OCO3)n1 (centres undefined)	8%	1%	13%	-5%	-0.2	-5%	-6	11%
S=c1[nH]nc(-c2cccnc2)n1/N=C/c1ccc(Br)s1	5%	-6%	2%	7%	0.0	u	6	-21%
Cc1cccc(NC(=O)NCCc2c[nH]c3ccccc23)c1	1%	1%	-6%	14%	-0.9	-12%	-6	-12%
O=S(=O)(NCCCCCNS(=O)(=O)c1c(F)cccc1F)c1ccc2c(c1)OCCO2	6%	-2%	-5%	-7%	x	x	x	x
Nc1ccc(-c2cnc(N)c(C(=O)c3cccnc3)n2)cn1	3%	x	-7%	-5%	-0.8	6%	-23	-7%
O=C(Cc1ccccc1F)Nc1nc(-c2cccnc2)cs1	-12%	-21%	13%	-5%	0.4	-28%	-3	2%
CCOC(=O)CN1CC(C)(C)N(CC(=O)OCC)CC1(C)C	8%	x	-6%	-6%	0.5	1%	18	-3%
CC(C)CN(C(=O)CSc1nc2ccccc2c(=O)[nH]1)c1c(N)n(CC(C)C)c(=O)[nH]c1=O	7%	-2%	6%	-2%	2.1	1%	3	2%
CC1Sc2ccc(S(=O)(=O)CCC(=O)NCc3ccccc3Cl)cc2NC1=O (centres undefined)	-21%	-2%	-12%	-6%	-1.1	-20%	-7	-7%
COCCNC(=O)Cn1c(=O)n(Cc2ccc(C(=O)NCc3ccco3)cc2)c(=O)c2ccccc21	12%	-11%	28%	-13%	-0.6	7%	-2	-24%[57.1 µM]
COc1cc(/C=C2\SC(=S)N(CC(=O)Nc3ccccn3)C2=O)cc(OC)c1OC	12%	-1%	-4%	1%	1.3	-2%	-10	2%
O=S(=O)(Cc1ccccc1)N1CCCC1	7%	1%	3%	3%	-1.7	-13%	x	-3%
CSc1ncccc1C(=O)OCC(=O)N1CC2(C)CC1CC(C)(C)C2 (centres undefined)	-2%	-1%	-5%	2%	-1.5	5%	1	-8%
Cc1cc(F)ccc1C(O)c1ncc(-c2ccccc2)[nH]1 (centres undefined)	-13%	x	1%	-6%	0.6	7%	-2	-1%
O=C(CSc1nc2ccccc2c(=O)n1-c1ccccc1)NCc1ccc2c(c1)OCO2	-7%	-1%	-1%	14%	-2.3	-8%	x	-11%

An excerpt (hit frequency here may not be typical).
